Bioassay records as filed in PubChem BioAssay.
aDG glyco act: alpha-DG glycosylation activation; actives 0.22% (n = 360,000); Pro5-aDG cells, alpha-DG glycosylation AlphaScreen (IIH6); 0% Pro5, 100% B10-LARGE cell signal; activation, % at 10 µM; AID 624168;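 active = activation of at least 8% versus controls, or a plate z-score of at least 8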;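 also: Pro5 are CHO cells carrying HIG-tagged alpha-DG that lacks glycosylation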
TLR9-MyD88 inh: TLR9-MyD88 interaction inhibition. Q9NR96+Q99836. CHO BLA complementation TLR9-MyD88, CCF4 FRET ratio. inhibition, % at 4.98 µM. actives 0.21% (n = 340,000). AID 504734;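 active = inhibition above the mean over all tested compounds plus 3 SD, cut at about 21% in these data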;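 also: 0% = DMSO only wells and 100% = clavulanate BLA inhibitor control wells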
Target sequence (Q99836 whole entry, looked up): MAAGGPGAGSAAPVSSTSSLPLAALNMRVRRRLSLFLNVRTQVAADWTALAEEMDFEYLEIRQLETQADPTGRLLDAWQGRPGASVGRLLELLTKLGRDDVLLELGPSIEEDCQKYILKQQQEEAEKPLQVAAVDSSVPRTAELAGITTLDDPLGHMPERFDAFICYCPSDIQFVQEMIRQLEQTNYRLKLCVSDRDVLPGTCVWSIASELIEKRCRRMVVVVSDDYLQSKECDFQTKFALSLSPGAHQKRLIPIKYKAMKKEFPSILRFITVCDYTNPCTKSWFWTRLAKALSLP
Target sequence (Q9NR96 whole entry, looked up): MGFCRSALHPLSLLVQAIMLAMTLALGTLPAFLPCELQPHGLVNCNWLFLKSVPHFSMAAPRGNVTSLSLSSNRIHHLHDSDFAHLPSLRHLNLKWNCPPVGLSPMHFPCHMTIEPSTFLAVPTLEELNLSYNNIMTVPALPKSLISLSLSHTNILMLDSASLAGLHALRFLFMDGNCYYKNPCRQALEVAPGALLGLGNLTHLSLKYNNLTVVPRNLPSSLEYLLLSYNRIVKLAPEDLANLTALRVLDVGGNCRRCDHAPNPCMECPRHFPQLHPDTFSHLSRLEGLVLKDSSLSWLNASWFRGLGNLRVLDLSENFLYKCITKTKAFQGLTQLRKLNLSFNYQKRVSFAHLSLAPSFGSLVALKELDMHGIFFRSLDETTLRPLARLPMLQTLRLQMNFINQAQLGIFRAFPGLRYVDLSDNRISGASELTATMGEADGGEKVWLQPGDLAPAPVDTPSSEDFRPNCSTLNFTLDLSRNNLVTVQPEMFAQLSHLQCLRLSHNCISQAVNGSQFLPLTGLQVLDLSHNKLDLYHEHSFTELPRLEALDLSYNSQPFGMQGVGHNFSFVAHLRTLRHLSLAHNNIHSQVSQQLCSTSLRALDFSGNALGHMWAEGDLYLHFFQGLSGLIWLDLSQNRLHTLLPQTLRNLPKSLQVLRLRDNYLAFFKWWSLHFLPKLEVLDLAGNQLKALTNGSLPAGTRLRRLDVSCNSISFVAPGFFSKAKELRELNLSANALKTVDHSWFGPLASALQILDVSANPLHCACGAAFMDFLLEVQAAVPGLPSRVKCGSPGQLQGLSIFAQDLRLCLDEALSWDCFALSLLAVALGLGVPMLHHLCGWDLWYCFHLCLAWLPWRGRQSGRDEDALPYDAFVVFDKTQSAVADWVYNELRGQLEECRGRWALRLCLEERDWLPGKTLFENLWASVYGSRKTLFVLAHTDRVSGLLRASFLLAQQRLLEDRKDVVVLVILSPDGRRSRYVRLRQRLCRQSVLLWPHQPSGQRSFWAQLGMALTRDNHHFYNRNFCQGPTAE
NOD2 RIPK2 PPI: NOD2-RIPK2 protein interaction inhibition | AID 624267 | CHO BLA complementation NOD2-RIPK2, CCF4 ratio | inhibition, % at 4.98 µM | actives 0.38% (n = 360,000) | O43353; in the data active = inhibition above about 21%;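 also: 0% = vehicle only and 100% = reference blocker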
Exocytosis inh: blocks lytic granule exocytosis | inhibition, % at 10 µM | TALL-104 LAMP-1 surface exposure, flow cytometry; cells stimulated with thapsigargin and PMA | AID 651702 | actives 0.66% (n = 360,000);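 active = inhibition above about 55%, limit read from the data; inconclusive = no clear call, values can overlap the other calls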
N-glyco inh: N-linked glycosylation inhibition | D54 ERlucT glycosylation luciferase reporter, 24 h; percent of 100 nM tunicamycin response | reporter increase, % at 12.5 µM | actives 0.23% (n = 360,000);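 active = mean luciferase reporter signal, scaled so untreated is 0 and the glycosylation-blocking control 100, at or above a set limit in every replicate; inconclusive = mean reaches the limit but not every replicate does; inactive = mean below the limit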;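 also: luciferase carries N-glycosylation sites so blocking glycosylation raises the light; 0% = median of neutral control wells and 100% = median of 100 nM tunicamycin wells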
MC4R antag cAMP: blocks human MC4R cAMP signaling. MC4R-expressing cells, MTII-stimulated cAMP, LANCE TR-FRET. inhibition, % at 6.5 µM. actives 0.48% (n = 360,000);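 active = inhibition above its plate's cutoff, the mean of tested wells on that plate plus 3 SD, cut at about 29% in these data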;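 also: 0% = Melanotan II alone and 100% = Melanotan II plus saturating MCL0020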
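material = U2OS cells stably expressing human melanocortin 4 receptor (MC4R) | also added = Melanotan II challenge | dosing = single nominal compound dose of 6.5 µM | detection = TR-FRET with Eu-cAMP and labeled anti-cAMP, 671 nm | replication = singlicate | timing = compound 30 min, challenge 1 h, detection 1 h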
Vif inh: blocks HIV Vif function; HEK293T cells, Vif self-association by quenched fluorescence, imaging, 24 h; inhibition, % at 7.49 µM; actives 0.35% (n = 340,000); AID 602346; in the data active = inhibition above about 50%, passing the limit was not always enough; inconclusive = no clear call, values can overlap the other calls; inactive = below about 31%; also: some results filed as inactive read as strong as hits
ABCB6 inh 2: blocks the human ABCB6 transporter; K562-ABCB6 porphyrin accumulation, flow cytometry, 1 h; hits give low values; Q9NP58; fluorescence ratio to DMSO, % at 10 µM; actives 0.19% (n = 360,000);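 active = fluorescence ratio to DMSO below 75%, the collection mean minus 3 SD; inconclusive = too few cells collected in the well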;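 also: signal is porphyrin accumulated inside mitochondria; 100% equals median channel fluorescence of DMSO control wells; lower ratio means ABCB6 inhibition with less porphyrin fluorescence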
MC4R ag barr: agonists of human melanocortin 4 receptor (MC4R) beta-arrestin; U2OS MC4R beta-arrestin complementation, luminescence; percent of melanotan II response, DMSO zero; actives 0.98% (n = 360,000); activation, % at 8.9 µM; P32245; AID 540308;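 active = activation above a per-plate cutoff, the mean activation of sample wells on that plate plus 3 SD, cut at about 8% in these data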
ABHD5-PLIN5 inh: inhibitors of human ABHD5-perilipin-5 interaction; Q00G26+Q8WTS1; Split G. princeps luciferase complementation, luminescence, 4 h; inhibition, % at 4 µM; actives 0.78% (n = 360,000); AID 602281;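 active = inhibition above the mean inhibition across every tested compound plus 3 SD, cut at about 22% in these data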;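 also: 0% = DMSO only wells and the 100% control is not disclosed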
Starred values were filed as active, the others as inactive; ? = inconclusive; . = no result given. An excerpt; count on the stated rates, not on these rows.

Values run as follows: aDG glyco act | TLR9-MyD88 inh | Vif inh | Exocytosis inh | N-glyco inh | MC4R ag barr | MC4R antag cAMP | ABHD5-PLIN5 inh | NOD2 RIPK2 PPI | ABCB6 inh 2
1) CCn1c(=O)c2cc(S(=O)(=O)NCc3ccccc3)ccc2n(CC)c1=O
→ 0.1 | 1.7 | 1.9 | -1.7 | 9.0 | -2.5 | 10.2 | 6.3 | 4.3 | 100.0
2) O=C(COC(=O)CCC(=O)c1ccc(F)cc1)Nc1ccc(N2CCOCC2)cc1
→ 0.1 | -6.2 | 4.5 | -0.2 | -1.9 | -1.5 | 12.6 | 2.6 | 0.3 | 135.0
3) COC(=O)c1ccccc1N=C(SC)N(C)C
→ 0.2 | 2.5 | 0.1 | 1.7 | 0.2 | -0.3 | 1.1 | -1.8 | -4.9 | 87.0
4) Cc1cc(-c2ccc(C)c(S(=O)(=O)NCCCN3CCN(c4ccccc4)CC3)c2)on1
→ 1.4 | -4.4 | -16.2 | 7.2 | -1.2 | -4.0 | 12.2 | -4.7 | 7.8 | 130.0
5) CCOC(=O)C1(C)CCN1C(=O)c1cccc(OC(F)(F)F)c1 (configuration not stated)
→ -0.2 | . | . | -27.8 | -1.6 | -0.8 | 4.5 | -3.5 | 0.6 | 106.0
6) Cc1ccsc1/C=C/C(=O)O
→ 0.0 | -0.7 | -3.9 | 1.5 | 5.0 | -2.4 | -3.1 | -0.5 | 2.5 | 93.0
7) COc1ccccc1CNC(=O)CCCC(=O)n1ncc2cc(C)ccc21
→ -0.4 | -6.3 | -2.0 | 2.1 | 0.4 | -0.6 | 10.8 | -5.8 | -13.5 | 98.0
8) Cc1ccc(S(=O)(=O)N2C[C@H]3[C@H]4C(=O)N(c5ccccc5)C(=O)[C@H]4C[C@H](OC(=O)NCc4ccccc4)[C@@]3(O)C2)cc1
→ -0.1 | -0.6 | 2.2 | 4.6 | -1.2 | -1.1 | 3.3 | 5.4 | 4.7 | 99.0
9) CC(C)C[C@@H](CO)N1CCN(Cc2ccccc2)CCC1=O
→ -0.2 | -6.5 | -0.3 | 12.5 | -4.4 | -0.6 | 4.6 | -5.2 | -6.6 | 104.0
10) Cc1cccc(C(=O)NCC(=O)Nc2ccncc2)c1
→ -0.2 | -10.8 | -5.6 | -1.0 | -1.5 | -2.3 | 7.9 | -1.4 | -1.8 | 97.0
11) O=C1c2ccccc2C(c2nnnn2-c2ccc3c(c2)OCCO3)N1CCc1c[nH]c2ccccc12 (configuration not stated)
→ 0.0 | . | . | -4.5 | . | . | . | -2.8 | -11.3 | 94.0
12) CC1CCN(C(=O)C(C)Sc2nc(-c3ccccc3)cc(C(F)(F)F)n2)CC1 (configuration not stated)
→ 0.5 | -2.5 | -3.3 | -0.9 | -5.2 | 1.4 | -3.5 | -5.1 | 2.4 | 96.0
13) Cc1nc2ccccc2c2c1CC(C(C)(Cl)Br)O2 (configuration not stated)
→ 1.3 | 5.5 | -1.6 | 1.6 | -0.3 | 0.1 | 10.0 | -3.2 | -2.4 | 94.0
14) COc1ccc(S(=O)(=O)N2CCCCCC2)cc1C(=O)NC1(C)CCS(=O)(=O)C1 (configuration not stated)
→ -0.2 | -3.3 | 0.2 | 2.9 | -1.0 | -0.7 | 5.0 | -2.5 | 0.0 | 106.0
15) CCCn1nc(NC(=O)C2CCCO2)c2cc3ccc(C)cc3nc21 (configuration not stated)
→ 0.3 | -10.9 | -1.8 | -2.6 | 2.6 | -1.0 | -6.0 | 9.7 | -3.0 | 97.0
16) COC(=O)[C@@H](NCc1cccc(CN[C@H](C(=O)OC)C(C)C)c1)C(C)C
→ 0.0 | -3.7 | 0.9 | -10.6 | 0.4 | 0.8 | -5.0 | -1.5 | -7.4 | 86.0
17) CC(=NNC(=S)N1CCCCC1)c1cccc(C)n1
→ 0.2 | 14.6 | -10.6 | -5.1 | -10.4 | -3.1 | 15.1 | -12.8 | 3.7 | 97.0
18) O=C(Nc1ccccc1)C(=O)Nc1cccnc1
→ -0.1 | -3.6 | 4.6 | -1.8 | -15.3 | 0.8 | 5.3 | -2.3 | -5.2 | 97.0
19) COc1cccc(NC(=S)N(Cc2ccccn2)Cc2ccccc2Cl)c1
→ 0.0 | -1.3 | 2.4 | 1.2 | -5.3 | -0.4 | 7.0 | 6.2 | -4.1 | 93.0
20) CCCCOc1ccc(/C=N/NC(=O)c2csc(C)c2C)cc1
→ 0.7 | 0.2 | -2.5 | 0.3 | -0.6 | 1.4 | -2.8 | -7.2 | -3.5 | 82.0
21) O=S1(=O)CC(N2CC=CC2)CN1Cc1cn(Cc2ccccc2)nn1 (configuration not stated)
→ 0.3 | . | . | 10.0 | . | . | . | 3.4 | -2.2 | 102.0
22) Cc1ccc(Sc2ncnc(N)c2[N+](=O)[O-])cc1
→ 0.3 | -2.5 | -4.9 | 0.0 | 0.0 | 1.6 | 1.0 | 2.3 | -6.7 | 95.0
23) Cc1nnc(NC(=O)CSc2nc3ccccc3o2)s1
→ 0.6 | -4.0 | 9.1 | -2.3 | -0.7 | 2.2 | -0.9 | 12.1 | -7.4 | 97.0
24) CC1(C(=O)Nc2cccc(NS(C)(=O)=O)c2)CCN1Cc1ccccc1OC(F)F (configuration not stated)
→ 0.0 | . | -5.2 | -1.5 | -10.7 | -1.3 | 4.1 | 4.8 | -4.1 | 96.0
25) COCCn1c(=S)[nH]c2cc(C(=O)N3CCN(C4CCCCC4)CC3)ccc2c1=O
→ -0.5 | -2.7 | . | 0.5 | -3.0 | -0.9 | -1.1 | -0.6 | -6.7 | 97.0
26) COC(=O)c1cc(Br)ccc1OC(=O)c1cccnc1
→ 0.0 | 0.0 | 4.7 | -2.7 | 4.0 | 1.2 | 1.6 | -5.6 | -5.8 | 111.0
27) Cc1ccc(N(CC(=O)NN=C2CCN(C)CC2)S(=O)(=O)c2ccc(C)cc2)cc1
→ 0.1 | -3.4 | 35.1 | 1.0 | 0.9 | -0.1 | 5.0 | -4.4 | 7.6 | 89.0
28) COc1cccc(CNC(=O)CCNS(=O)(=O)c2cccs2)c1
→ -0.1 | -1.7 | 15.5 | 0.4 | 4.2 | -0.9 | 4.7 | -1.2 | -4.6 | 95.0
29) CC(C)Oc1ccc(OCCSc2nc3ccccc3n2CC(=O)O)cc1
→ -0.1 | -7.3 | -2.5 | 2.4 | 2.9 | -0.6 | 3.9 | -0.2 | -4.8 | 100.0
30) CNC(=O)c1cc(S(=O)(=O)N2CC(C)OC(C)C2)ccc1N1CCCCC1 (configuration not stated)
→ -0.4 | 4.0 | -2.9 | -0.5 | 3.1 | 0.1 | 1.6 | 3.4 | -15.4 | 100.0
31) Cc1cccc(OCC(=O)O/N=C(\N)Cc2ccc([N+](=O)[O-])cc2)c1
→ 0.0 | 2.8 | -1.0 | -0.5 | 2.0 | -0.5 | 6.1 | -7.7 | -0.1 | 97.0
32) COC(=O)c1cc(S(=O)(=O)N2CCCCC2C)c[nH]1 (configuration not stated)
→ -0.2 | 8.5 | -3.8 | -20.0 | -2.4 | 0.5 | 0.4 | 9.9 | -8.6 | 105.0
33) CCCN(CC(=O)Nc1ccccc1C)C(=O)Cc1n[nH]c(=O)c2ccccc12
→ 0.0 | -1.9 | 9.5 | 0.5 | -1.4 | -0.6 | -3.3 | 5.5 | -9.2 | 94.0
34) CS(=O)(=O)c1ccc(Cl)c(NC(=O)COC(=O)CCCN2C(=O)c3cccc4cccc(c34)C2=O)c1
→ -0.1 | -6.4 | 2.4 | -3.1 | 0.7 | -4.0 | 1.4 | 2.5 | 5.8 | 103.0
35) [NH-]c1ncnc2c1N=C[N+]2=CC=CCO
→ -0.1 | -3.5 | -3.7 | -6.7 | 1.9 | 1.1 | 17.5 | 0.7 | -12.8 | 95.0
36) C=C[C@@H]1c2cc(C)ccc2N(S(=O)(=O)c2ccc(C)cc2)[C@H](c2ccccc2C(F)(F)F)C1(C#N)C#N
→ -0.2 | 9.8 | -3.2 | 29.2 | -8.2 | -0.3 | 1.3 | 0.8 | 4.0 | 102.0
37) C1CCc2c(nnc3c2-c2nonc2CC3)C1
→ -0.1 | -7.5 | -1.6 | 0.1 | -0.4 | 0.5 | -4.7 | 4.2 | -6.4 | 98.0
38) COCCSc1nnc(NC(=O)C2CC(=O)N(c3ccc(Cl)cc3)C2)s1 (configuration not stated)
→ -0.3 | 5.6 | 8.9 | -5.5 | 0.4 | -3.0 | 6.3 | 3.4 | -5.9 | 101.0
39) CC(C)CC(NC(=O)C1CCC(=O)N1C(=O)OCc1ccccc1)C(=O)NC(Cc1ccccc1)C(N)=O (configuration not stated)
→ 0.0 | 1.3 | 14.7 | -13.8 | 1.0 | -1.4 | -0.6 | 2.9 | -10.2 | 100.0
40) O=C(Nc1ccc(S(=O)(=O)Nc2ccccn2)cc1)c1cccc(Cl)c1
→ 0.0 | 2.8 | ? | 8.4 | 0.0 | 0.2 | 11.6 | 7.7 | -2.3 | 93.0
41) Cc1cccc(N2C(N)=C(C#N)C(C#N)(C#N)C2c2ccccc2)c1 (configuration not stated)
→ 1.6 | -3.3 | 1.5 | -8.9 | 1.4 | 1.5 | 18.7 | 0.0 | 6.9 | 96.0
42) Cc1ccc(CNC(=S)Nc2ccc(NS(=O)(=O)c3ccc(C)cc3)cc2)cc1
→ 0.3 | 12.6 | . | -2.4 | -4.5 | 0.5 | 20.8 | -11.4 | 11.8 | 99.0
43) O=C(Nc1nnc(-c2cccs2)s1)C1CC1
→ -0.2 | -6.2 | -1.2 | 1.6 | 5.6 | -2.5 | -5.3 | -2.6 | -8.3 | 97.0
44) Cc1cccc(NC(=O)C2CCN(S(=O)(=O)c3c(C)noc3/C=C/c3ccco3)CC2)n1
→ 0.5 | 3.3 | -13.1 | -0.9 | -4.0 | -0.2 | 8.9 | 23.0* | 0.2 | 51.0*
